Bioassay records from PubChem.
HIV peptide binding – inhibitors of HIV fusion peptide binding, primary screen, biochemical, uHTS, fluorescence dequenching (AID 1986); cell-free peptide binding, fluorescence dequenching, 30 min; higher % means a stronger effect; inhibition, % at 20 µM; hits with a dose series show IC50 in µM; 0.3% of 290,000 active; in the data active = inhibition mostly above about 52%, no sharp cut-off; inactive = mostly below about 76%; also: some results filed as inactive read as strong as hits
SV40 large T antigen – TAg ATPase/helicase activity blockers – biochemical (AID 1903); inhibition, % at 20 µM; hits with a dose series show IC50 in µM; 0.39% of 310,000 active; SV40 large T antigen ATPase/helicase inhibition assay; higher % means a stronger effect; in the data active = a potency from the dose series; inconclusive = inhibition mostly from about 32% at the one dose, without a potency; inactive = the rest, 99 in 100 with inhibition below about 32%; also: strong numbers were not always called active
GPR55 LPI antagonism – GPR55 antagonists blocking LPI-driven arrestin recruitment, primary screen, imaging, U2OS, beta-arrestin-GFP, LPI agonist (AID 2013); U2OS GPR55 beta-arrestin-GFP translocation imaging, LPI antagonism; higher % means a stronger effect; inhibition, % at 10 µM, or IC50 in µM where a hit was titrated; 0.13% of 290,000 active;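 active = spots per cell inhibited over 60%, with over 100 cells counted and total cytoplasm intensity under 500,000; inconclusive = wells with under 100 cells, flagged as likely toxic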;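 also: U2OS cells stably carrying GPR55 and arrestin-GFP stimulated by 5 µM LPI near EC80; imaged beta-arrestin-GFP aggregate spots per cell after agonist stimulation; plate controls were LPI-stimulated DMSO wells for no effect and DMSO wells without LPI for full effect; some results filed as inactive read as strong as hits; confirmed hits need IC50 under 10 µM and bright autofluorescent wells are also inconclusive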
GPR35 arrestin U2OS – inhibition of zaprinast-stimulated GPR35 beta-arrestin translocation – imaging, U2OS, beta-arrestin-GFP, zaprinast agonist, primary screen (AID 2058) | U2OS GPR35 beta-arrestin-GFP translocation imaging, zaprinast antagonism; higher % means a stronger effect | one-dose inhibition, % at 10 µM; IC50 in µM for titrated hits | 0.052% of 290,000 active;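 active = inhibition of at least 50% with at least 30 cells and total cytoplasm GFP at most 10,000,000; inconclusive = under 30 cells or total GFP of 10,000,000 plus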
NS5 inhibitors – Dengue-2 NS5 methyltransferase inhibitors, primary screen, biochemical, confirmation dose response (AID 588689); Dengue-2 NS5 methyltransferase capping enzyme assay, biochemical; higher % means a stronger effect; inhibition, % at 25 µM; hits with a dose series show IC50 in µM; 0.3% of 340,000 active; in the data active = a potency from the dose series; inconclusive = inhibition above about 29% without an active follow-up result
RSV CPE inhibition – inhibition of RSV-induced cytopathic effect – HEp-2 cells, primary 10 µM value included (AID 2391); one-dose CPE inhibition, % at 10 µM; IC50 in µM for titrated hits; 0.13% of 310,000 active; HEp-2 cells, RSV-induced CPE inhibition; higher % means a stronger effect; in the data active = a potency from the dose series; inconclusive = CPE inhibition mostly from about 23% at the one dose, without a potency; inactive = the rest, 99 in 100 with CPE inhibition below about 21%; also: strong numbers were not always called active
MgcRacGAP inhibition – MgcRacGAP GTPase-activating activity inhibitors, confirmation, biochemical, ADP Hunter fluorescence; MgcRacGAP-stimulated Rac1 GTP hydrolysis, ADP Hunter fluorescence; higher % means a stronger effect; GST-tagged Rac1 F28L mutant substrate; one-dose inhibition, % at 30 µM; IC50 in µM for titrated hits; 0.6% of 340,000 active; AID 624330;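 active = first-screen hits whose inhibition reached a set limit at any dose in the follow-up dose series; inconclusive = inhibition above the set first-screen limit but never retested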;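 also: fluorescence reports GDP produced by GAP-driven GTP hydrolysis; strong numbers were not always called active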
UTI89 phage lysis – inhibition of K1F phage lysis, E. coli UTI89, bacterial capsule biogenesis inhibitors, alamar blue (AID 488966); E. coli UTI89 K1F phage lysis, alamar blue, 2 h; higher % means a stronger effect; inhibition, % at 100 µM, or IC50 in µM where a hit was titrated; 0.02% of 340,000 active;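 active = phage lysis inhibition, versus mean bacterial control, above a set limit; inconclusive = no clear call, values can overlap the other calls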;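 also: capsule biogenesis inhibitors block K1F phage lysis so surviving cells raise fluorescence; higher fluorescence means more inhibition of phage lysis; actives were called in the ten point dose series up to 300 µM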
Salmonella PhoP GFP – PhoP-dependent GFP reporter repression – Salmonella Typhimurium, primary screen (AID 1863) | inhibition, % at 50 µM; hits with a dose series show IC50 in µM | S. Typhimurium PhoP-regulated promoter GFP reporter, 4 h; higher % means a stronger effect | 0.16% of 300,000 active;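 active = inhibition over 29.93%, a cutoff 3 SD above the screen mean, later confirmed by dose response; inconclusive = inhibition over 29.93% but no dose response follow-up; inactive = inhibition at most 29.93% or unconfirmed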;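 also: 0% = low Mg2+ inducing control and 100% = high Mg2+ repressing control; strong numbers were not always called active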
Active calls of the source: *; ? = inconclusive; . = no result given; [ ] = remark or other dose.

Order of results: HIV peptide binding | SV40 large T antigen | GPR55 LPI antagonism | GPR35 arrestin U2OS | NS5 inhibitors | RSV CPE inhibition | MgcRacGAP inhibition | UTI89 phage lysis | Salmonella PhoP GFP
CCOC(=O)CSc1nc2ccccc2n2c(C)nnc12
    -0.4% | 8% | 4% | 20% | -1% | 2.2% | 7% | 0.1% | -9%
COc1ccccc1NC(=O)c1ccc(NC(=O)CSc2ncn[nH]2)cc1
    -2.1% | 26% | -4% | 10% | -5% | 3.6% | 1% | 3.9% | 3%
Cc1ccc2oc(=O)c3cc(C(=O)NCCCN4CCCCCC4)sc3c2c1
    1.5% | 2% | -21% | 2% | -22% | -3.6% | -4% | 0.0% | -3%
Cc1cc(-c2ccccc2)nc(SCC(=O)N2CCCC2)n1
    -0.9% | 10% | 7% | 0% | 5% | -0.3% | 5% | 2.2% | -6%
CCc1nnc(NC(=O)CCc2ccc(C)o2)s1
    1.0% | -4% | 1% | 6% | -2% | 0.7% | 9% | 2.2% | 6%
CCOc1ccc(NC(=S)Nc2ccc(F)cc2)cc1
    0.6% | 10% | 3% | 3% | -2% | 21% | 10% | -0.4% | -6%
CCCCCNC(=O)Cc1cc(=O)[nH]c(=O)[nH]1
    -0.3% | 2% | -2% | -2% | -3% | 1.4% | 2% | -2.3% | 3%
Cc1cc(C)c(C)c(S(=O)(=O)N2CCN(c3ccccn3)CC2)c1C
    0.7% | 14% | 5% | -10% | 4% | 12% | 6% | 0.4% | -7%
COC(=O)C1=C[C@@H](C(=O)OC)[C@@H]2C3=C(C(=O)[C@]2(C)NC(=O)c2ccccc2)[C@H](C)n2c(=O)n(-c4ccccc4)c(=O)n2[C@@H]3C1
    . | 4% | . | . | -4% | 3.1% | 4% | 0.7% | 5%
O=C(Nc1ccc(S(=O)(=O)N2CCCCCC2)cc1)C1CCCO1 (configuration not stated)
    0.1% | 3% | 2% | 2% | -6% | 2.8% | 3% | 0.7% | -9%
O=C(Nc1cccnc1N1CCOCC1)c1cc2ccccc2oc1=O
    4.0% | . | 4% | 5% | -2% | -0.1% | 0% | 3.9% | .
COc1cc(OC)cc(C(=O)NNC(=S)NC(=O)c2cccnc2)c1
    4.5% | 13% | 4% | 4% | 6% | 0.9% | 4% | 1.1% | -4%
CN(CC(=O)Nc1ccc(Cl)cc1)C(=O)c1cccc(S(=O)(=O)NCc2ccccc2)c1
    1.1% | 0% | 2% | 2% | -6% | 11% | 0% | 0.2% | 6%
COc1ccc(CCNC(=O)C2CCCN(S(=O)(=O)c3cnc[nH]3)C2)cc1OC (configuration not stated)
    -2.6% | -3% | 1% | 5% | 4% | -0.3% | 3% | 0.7% | 3%
C=CCN(C(=O)CNC(=O)c1ccco1)C(C(=O)NC1CCCCC1)c1ccccc1 (configuration not stated)
    -3.5% | 7% | -6% | 14% | 5% | 0.0% | 3% | -1.3% | -5%
Cc1cc(=O)oc2cc(OCC(=O)Nc3cccc(S(=O)(=O)N(C)C)c3)ccc12
    3.6% | 3% | 3% | -16% | -3% | 2.0% | 5% | 2.4% | 5%
Cc1ccccc1NC(=O)Cn1nc(-c2ccc(Cl)s2)ccc1=O
    -1.2% | 3% | -9% | -20% | -1% | 3.1% | 2% | 0.4% | -4%
Cc1cccc(Cc2nnc(CCC(=O)NCc3ccncc3C)o2)c1
    -0.6% | 11% | 0% | -2% | 2% | 2.0% | 1% | 0.8% | 5%
CCC1Sc2ccc(S(=O)(=O)N3CCN(c4ccccc4)CC3)cc2NC1=O (configuration not stated)
    -2.1% | -1% | 10% | -12% | -1% | . | 9% | 0.2% | -6%
CC(C)(C)c1cc(CCC(=O)Nc2ccncc2)cc(C(C)(C)C)c1O
    2.2% | 18% | 24% | 4% | -1% | 6.0% | 5% | -0.4% | 3%
CC(C)C(=O)Nc1cccc(C(=O)Nc2cc([N+](=O)[O-])ccc2F)c1
    -2.3% | 18% | 18% | -3% | 6% | 2.4% | 3% | 0.3% | -2%
CCN(CC)S(=O)(=O)c1cc(NC(=O)C(C)N2CCN(Cc3ccc4c(c3)OCO4)CC2)ccc1C (configuration not stated)
    0.6% | 19% | 1% | 12% | 5% | 6.3% | -11% | 2.2%[50 µM] | 0%
Cc1ccc(C(=O)N(C)CCOc2ccccc2)cc1S(=O)(=O)N1CCOCC1
    . | . | . | . | -4% | 0.9% | 5% | 0.1%[50 µM] | .
CCc1nc(SCC(=O)NCC2CCCO2)c2c(=O)n(C)c(=O)n(C)c2n1 (configuration not stated)
    -1.0% | -2% | 6% | 13% | 4% | 0.1% | 10% | 0.5%[50 µM] | 5%
O=S(=O)(Nc1cccnc1)c1ccc(Br)c2ccccc12
    3.0% | 15% | -9% | 6% | -3% | -0.8% | 8% | -0.8% | -2%
Cc1cccc(S(=O)(=O)Nc2nc3ccccc3nc2Nc2cccc(C(=O)O)c2)c1
    29µM* | 7% | 16% | 3% | 28% | 4.5% | 13% | 0.4% | -6%
Cc1ccc(C)c(Nc2nc3ccccc3n3cnnc23)c1
    -0.7% | 4% | -9% | 6% | 2% | 1.3% | 5% | 0.2% | 13%
O=C(N/N=C/c1ccccn1)c1cc(-c2ccc(Br)s2)[nH]n1
    -0.7% | 10% | -11% | 0% | 3% | 3.0% | 3% | 0.7% | -1%
CCCN1CCN(CCCNC(=O)CCn2nc(-c3ccccc3)ccc2=O)CC1
    0.7% | 1% | 4% | 3% | -15% | -1.6% | -2% | -0.2% | -9%
NS(=O)(=O)c1ccc(NC(=S)NCc2ccc(F)cc2)cc1
    0.2% | 4% | 5% | -16% | 1% | 1.4% | 6% | 0.2% | 4%
CC(C(=O)NC1CCCCC1)N(Cc1ccccc1)C(=O)c1snc(C(N)=O)c1N (configuration not stated)
    0.2% | 0% | 4% | 4% | -6% | 0.6% | 8% | -0.2% | 5%
COc1cc(OC)c2c(C)cc(=O)oc2c1C(CCN1CCOCC1)c1ccc(N(C)C)cc1 (configuration not stated)
    1.3% | 22% | 12% | 3% | 0% | -0.2% | 17% | 0.4% | 0%
N/C(=N\OC(=O)COc1ccc(Br)cc1)c1cccnc1
    -1.6% | 10% | -26% | -6% | -1% | 1.1% | 5% | 0.2%[50 µM] | -4%
COc1ccc(CCNC(=O)COC(=O)/C=C/c2cccs2)cc1OC
    0.9% | -3% | 8% | 8% | -4% | 0.5% | 4% | 0.5% | -8%
O=C(NCc1ccccn1)c1cn(CCc2ccccc2)nn1
    2.1% | 0% | 12% | 2% | -11% | -0.1% | 4% | 1.2% | -4%
O=C(O)/C=C/c1cccc(NC(=O)Nc2ccc([N+](=O)[O-])cc2)c1
    1.6% | 6% | -1% | 2% | -12% | 0.4% | 6% | -0.1% | 1%
O=c1[nH]c(=S)n(-c2cccc(Cl)c2)c(O)c1/C=N/N1CCOCC1
    -1.4% | 13% | -3% | 6% | -6% | . | 13% | 1.3% | 0%
COCCNC(=O)c1cc(S(=O)(=O)N2CCOCC2)ccc1SCc1cccc(OC)c1OC
    -0.1% | 24% | 5% | -17% | -1% | 1.1% | 8% | 0.0% | -4%
Clc1ccccc1-c1nc(/C=N/N2CCOCC2)c2ccccn12
    -0.6% | 19% | 0% | 15% | -6% | 0.9% | 34µM* | 2.0% | 3%
Cn1c(Cc2ccccc2)n[nH]c1=S
    -1.5% | 12% | 2% | 9% | -8% | 1.6% | 9% | 5.8% | -10%
CC(C)Oc1ccccc1NC(=O)CSc1nc2ccccc2c(=O)n1C
    1.2% | 8% | 2% | 3% | -5% | 2.8% | -24% | -2.5% | 8%
CC1CCc2sc(C(=O)Nc3ccc(N4CCOCC4)cc3)cc2C1 (configuration not stated)
    -1.3% | 23% | 13% | -1% | -2% | 20% | -1% | 0.1% | -2%
COc1ccc(C(=O)/C=C/C(=O)N(CC(=O)NC2CCCCC2)Cc2cccs2)c(O)c1
    0.8% | 4% | 12% | 10% | -14% | 1.4% | 4% | 0.0% | 6%
Cc1cc(C)cc(OCC(O)CN2CCN(C(=O)c3ccco3)CC2)c1 (configuration not stated)
    1.8% | 9% | -3% | 0% | -1% | 2.0% | 5% | 0.3% | -5%
Cc1ccc(N2CC(C(=O)Nc3nnc(SCCN4CCOCC4)s3)CC2=O)cc1 (configuration not stated)
    -1.0% | 2% | 6% | 3% | -7% | 0.3% | 5% | 0.8%[50 µM] | 2%
COc1ccc(N2CCN(S(=O)(=O)c3ccc(C(=O)NCc4ccco4)cc3)CC2)cc1
    -0.4% | -1% | 7% | -2% | -1% | 1.7% | 9% | 3.7% | 9%
O=C(NCC1CCN(Cc2cccc(Cl)c2)CC1)Nc1ccccc1Cl
    -1.1% | 4% | 8% | -12% | -5% | -1.3% | 9% | 2.0%[50 µM] | 6%
CCCCOc1ccc(C(=O)N2CCCC2C(=O)O)cc1 (configuration not stated)
    -1.2% | 22% | 2% | 1% | 9% | 0.8% | 0% | -0.2% | -14%
CCn1nnnc1SCC(=O)Nc1nnc(C(C)C)s1
    -1.0% | 27% | 14% | 1% | -6% | 2.0% | -9% | -0.3% | -9%
O=c1cc(N2CCC3(CC2)OCCO3)[nH]c(=O)n1-c1ccc(Cl)cc1
    10% | 15% | 9% | 8% | -7% | -0.6% | 6% | 2.4% | -3%

Next part:
Order of results: HIV peptide binding | SV40 large T antigen | GPR55 LPI antagonism | GPR35 arrestin U2OS | NS5 inhibitors | RSV CPE inhibition | MgcRacGAP inhibition | UTI89 phage lysis | Salmonella PhoP GFP
CS(=O)(=O)NCCCNc1ccc(C(F)(F)F)cc1[N+](=O)[O-]
    -1.5% | 20% | -5% | 1% | 4% | ? | 9% | 1.3%[50 µM] | 5%
CC(C)Oc1cccc(C(=O)C2CCCN(C(=O)CCc3cnn(C)c3)C2)c1 (configuration not stated)
    -0.4% | 10% | -11% | 7% | -4% | 2.6% | 2% | 0.2% | -5%
COCCN1C(=O)CS/C1=C(/C#N)C(=O)NCc1ccco1
    11% | 10% | 2% | -11% | -15% | -0.9% | 2% | 0.5% | -4%
CCN(CC)S(=O)(=O)c1cccc(-c2nnc(SCC(=O)c3ccc(Cl)s3)n2C)c1
    -1.4% | 8% | 7% | 5% | -1% | 1.3% | 5% | 5.0% | -1%
C[C@H](NC(=O)c1nc[nH]c1C(=O)N[C@@H](Cc1ccccc1)C(=O)OC(C)(C)C)C(=O)OCc1ccccc1
    2.8% | 8% | -4% | -7% | 6% | 2.0% | 7% | 1.0% | -1%
CCCCN(C(=O)c1cc(OC)c(OC)c(OC)c1)C1=CC2CCC(C1)N2C (configuration not stated)
    0.7% | 4% | 7% | -6% | -3% | 0.5% | 4% | 8.8% | 6%
